From PubChem
PAFAH1B3 FP inh: blocks human PAF acetylhydrolase 1B catalytic subunit 3; Q15102; recombinant PAFAH1B3, FP-rhodamine probe, fluorescence polarization; inhibition, % at 3.39 µM; 340,000 tested, 0.28% active; AID 492972;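 active = inhibition above the screen-wide average of all tested compounds plus 3 SD, cut at about 25% in these data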;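 also: 0% = enzyme with DMSO only and 100% = wells lacking PAFAH1B3 protein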
LYPLA1 counter: counter-screen for PME1 inhibitors: inhibitors of human LYPLA1; O75608; recombinant LYPLA1, FP-Rh probe fluorescence polarization; inhibition, % at 5.9 µM; 320,000 tested, 0.16% active;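 active = inhibition above the mean of all tested compounds plus 3 SD, set per campaign, cut at about 14% in these data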;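 also: inhibitors block serine hydrolase probe labeling of LYPLA1 so polarization falls; 0% = enzyme with DMSO and 100% = wells lacking LYPLA1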
ZTA DNA inh: blocks Epstein-Barr virus ZTA, an EBNA-1 counter-screen; inhibition, % at 11 µM; AID 2234; ZTA-DNA binding, fluorescence polarization; 320,000 tested, 0.15% active; in the data active = inhibition above about 33%
pPAFAH FP inh: pPAFAH (human) enzyme inhibition; recombinant pPAFAH, FP-rhodamine probe fluorescence polarization; AID 463082; inhibition, % at 3.39 µM; 330,000 tested, 1.5% active; Q13093;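 active = inhibition above the mean inhibition across the screen plus 3 SD, cut at about 25% in these data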;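 also: inhibitors block binding of the rhodamine activity-based probe so polarization drops; 0% = enzyme with DMSO and 100% = wells lacking pPAFAH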
LYPLA2 inh: blocks human lysophospholipase 2, a PME1 counter-screen | O95372 | recombinant LYPLA2, FP-Rh probe fluorescence polarization | inhibition, % at 5.9 µM | 320,000 tested, 0.38% active;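 active = inhibition above the screen-wide mean plus 3 SD, limit set per campaign, cut at about 26% in these data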;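 also: 0% = LYPLA2 with DMSO and 100% = wells lacking LYPLA2 enzyme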
Target sequence (O95372 whole entry, looked up): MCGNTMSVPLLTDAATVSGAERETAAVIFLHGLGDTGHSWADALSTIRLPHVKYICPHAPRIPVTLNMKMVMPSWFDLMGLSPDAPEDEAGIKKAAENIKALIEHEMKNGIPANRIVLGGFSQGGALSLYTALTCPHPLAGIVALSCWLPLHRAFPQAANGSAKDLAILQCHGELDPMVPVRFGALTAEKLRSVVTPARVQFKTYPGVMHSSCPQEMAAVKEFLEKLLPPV
PAFAH2 inh: inhibitors of human PAFAH2. recombinant PAFAH2, FP-rhodamine activity probe, fluorescence polarization. inhibition, % at 3.39 µM. 340,000 tested, 0.99% active. AID 492956;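 active = inhibition above the mean over all tested compounds plus 3 SD, cut at about 30% in these data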;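 also: inhibitors block probe labeling of enzyme so polarization drops; 0% = enzyme with DMSO and 100% = wells lacking PAFAH2 protein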
PREPL inh: inhibitors of human prolyl oligopeptidase-like enzyme PREPL; Q4J6C6; recombinant PREPL, fluorescence polarization activity-based probe; inhibition, % at 5.96 µM; 320,000 tested, 0.68% active; AID 2751; in the data active = inhibition above about 43%;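 also: 0% = enzyme with DMSO and 100% = wells lacking enzyme; many of its hits are not listed in these tables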
Target sequence (Q4J6C6 whole entry, looked up): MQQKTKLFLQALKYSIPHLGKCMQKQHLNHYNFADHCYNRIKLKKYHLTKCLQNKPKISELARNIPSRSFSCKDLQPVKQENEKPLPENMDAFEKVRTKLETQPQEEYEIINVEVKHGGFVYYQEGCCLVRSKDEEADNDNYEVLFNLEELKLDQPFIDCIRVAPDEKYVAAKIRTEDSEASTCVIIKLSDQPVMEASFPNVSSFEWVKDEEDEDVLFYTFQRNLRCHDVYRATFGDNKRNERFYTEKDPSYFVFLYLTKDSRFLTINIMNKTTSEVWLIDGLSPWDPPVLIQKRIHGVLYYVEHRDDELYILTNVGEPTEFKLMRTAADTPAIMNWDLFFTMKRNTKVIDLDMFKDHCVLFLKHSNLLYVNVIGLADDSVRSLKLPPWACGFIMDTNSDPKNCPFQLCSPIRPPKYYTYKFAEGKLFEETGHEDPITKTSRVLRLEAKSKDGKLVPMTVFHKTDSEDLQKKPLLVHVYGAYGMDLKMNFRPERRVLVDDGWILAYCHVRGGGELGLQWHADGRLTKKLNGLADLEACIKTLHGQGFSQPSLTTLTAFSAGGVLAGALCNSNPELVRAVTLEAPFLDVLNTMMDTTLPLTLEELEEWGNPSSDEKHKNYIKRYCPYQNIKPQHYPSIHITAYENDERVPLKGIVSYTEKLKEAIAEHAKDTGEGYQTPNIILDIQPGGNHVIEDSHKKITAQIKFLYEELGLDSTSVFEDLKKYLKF
PAFAH1B2 inh: PAFAH1B2 (human) inhibition. recombinant PAFAH1B2, FP-rhodamine activity probe, fluorescence polarization. 340,000 tested, 1.2% active. P68402. inhibition, % at 3.39 µM;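 active = inhibition above the mean of all tested compounds plus 3 SD, cut at about 24% in these data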;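 also: 0% = enzyme with DMSO and 100% = wells lacking PAFAH1B2; many of its hits are not listed in these tables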
EBNA-1 inh: blocks EBNA-1 binding to DNA | inhibition, % at 14.8 µM | 300,000 tested, 0.34% active | EBNA-1 DNA binding, fluorescence polarization; in the data active = inhibition above about 28%
* hit, by the source's call; · = not tested or not shown.

smiles | PREPL inh | PAFAH1B3 FP inh | ZTA DNA inh | PAFAH2 inh | LYPLA2 inh | PAFAH1B2 inh | EBNA-1 inh | pPAFAH FP inh | LYPLA1 counter
Cc1ccc(CNC(=O)C2CCN(c3nc(C)cc(C)n3)CC2)cc1 | -3 | 5 | 7 | -4 | -3 | -1 | 8 | 3 | 1
NS(=O)(=O)c1ccc(CCNC(=O)c2cnc(Cl)c(Cl)c2)cc1 | 1 | 6 | 8 | 6 | 2 | 8 | 5 | 5 | 4
O=C(COc1coc(CN2CCCc3ccccc32)cc1=O)Nc1cccc([N+](=O)[O-])c1 | 0 | -3 | 12 | 6 | -4 | -5 | -3 | 11 | -1
CCC(=O)NC(c1ccc([N+](=O)[O-])cc1)c1c(O)ccc2ccccc12 (stereo unspecified) | 5 | -9 | 1 | -2 | -7 | 3 | 9 | 2 | -5
COc1ccc(CNC(=O)c2c(C)oc3c2C(=O)c2ccccc2C3=O)cc1 | 29 | 37* | 16 | 24 | -2 | 8 | 1 | -2 | 0
CC(C)(C)OC(=O)N/N=C\C=C\c1ccc2c(c1)OCO2 | 2 | 4 | -16 | 2 | 0 | 3 | 11 | 1 | 1
O=C(CCl)N1CCN2C(=O)c3ccccc3C12c1ccc(Cl)cc1 (stereo unspecified) | -1 | 10 | -14 | 2 | 7 | 4 | 3 | -1 | -1
NS(=O)(=O)c1ccc(CNS(=O)(=O)Cc2ccc(Cl)cc2)cc1 | -9 | 9 | 0 | -12 | 2 | 13 | 3 | 8 | -2
CCOC(=O)Cc1csc(SCC(=O)Nc2ccc3[nH]c(=O)[nH]c3c2)n1 | 8 | 3 | 5 | -1 | 8 | 1 | · | 8 | 3
O=C(c1ccco1)N(CCCN1CCOCC1)c1nc(-c2ccc(F)cc2)cs1 | 14 | -1 | 8 | -8 | 2 | 2 | 14 | 7 | -3
CCOc1ccccc1/C=N/NC(=O)CSc1n[nH]c(=O)[nH]c1=O | 7 | 7 | -5 | -3 | -3 | 0 | -4 | 1 | -3
CCCCc1nnc(NC(=O)CN(C)S(=O)(=O)c2ccc(C)cc2)s1 | -3 | 5 | 5 | 2 | 2 | 6 | -3 | 9 | -4
COc1ccc(-n2c(SCC(=O)NCC3CCCO3)nc3ccccc32)cc1 (stereo unspecified) | 11 | -1 | -2 | 6 | -9 | 6 | 4 | 26* | -2
Cc1cc(N2CCN(C)CC2)ccc1NC(=O)c1c2c(nc3ccccc13)CCN(Cc1ccccc1)C2 | 7 | 1 | 4 | -7 | 1 | 1 | 2 | 2 | 1
COc1ccc(NC(=O)c2cc(S(=O)(=O)N3CCCCC3)ccc2N2CCCCC2)cn1 | 16 | 4 | -11 | -3 | -3 | 4 | -8 | -5 | -1
COc1cc(NC(=O)c2cccc([N+](=O)[O-])c2)ccc1NC(=O)c1ccco1 | 0 | 6 | -6 | 9 | 0 | 8 | 2 | 5 | -3
CCc1nnc(NC(=O)C2CCCN(C(=O)c3ccc(Cl)cc3)C2)s1 (stereo unspecified) | 0 | 7 | 9 | 0 | -1 | 0 | · | 2 | -1
C/C=C/C(=O)Nc1cccc(C2=NOC3(C2)C[C@@H](C(N)=O)N(C(=O)c2cc([N+](=O)[O-])cc([N+](=O)[O-])c2)C3)c1 (stereo partly specified) | 11 | 2 | 7 | -6 | -2 | 0 | -10 | 12 | -3
CCOc1ccccc1NC(=O)CCC(=O)Nc1nnc(C2CCCCC2)s1 | 4 | 8 | -14 | 0 | 1 | 3 | -9 | 0 | -2
COC(=O)c1ccccc1NC(=O)C(C)c1ccc([N+](=O)[O-])cc1 (stereo unspecified) | 13 | 4 | -4 | -6 | 1 | 3 | -9 | -3 | 4
O=C(O)c1ccc(NS(=O)(=O)c2cccc3nsnc23)cc1 | 15 | -8 | -20 | -3 | -2 | -1 | 11 | -1 | -1
Cc1ccc(-n2ccc(=O)c(C(=O)Nc3ccc(S(=O)(=O)N4CCOCC4)cc3)n2)cc1 | 14 | 4 | -1 | -9 | 6 | 6 | 5 | -1 | -19
C=CC[C@@H](CC(=O)N(CCO)Cc1ccccc1)C(=O)N[C@@H](COC(=O)[C@@H](CC=C)Cc1ccc(F)cc1)Cc1ccccc1 | -8 | -9 | · | -6 | · | 0 | · | 8 | ·
CCc1nn(CC(=O)Nc2cc(C)ccc2C)c(=N)s1 | -2 | 4 | -3 | -2 | 4 | 5 | -2 | 0 | 1
O=C(C[C@@H]1C/C=C\C[C@H](NC(=O)OCC2c3ccccc3-c3ccccc32)C(=O)OC[C@@H]2CCCN2C1=O)N[C@@H](CO)Cc1ccccc1 | 25 | -1 | · | -10 | · | -9 | · | 2 | ·
COc1ccc(S(=O)(=O)N2CCN(C(=O)c3ccco3)CC2)c(C)c1C | -7 | 5 | 13 | -2 | 0 | -1 | 1 | 7 | -4
COc1ccc(-c2sc3ccc(N4CCOCC4)cc3c2-c2ccc(OC)c(F)c2)cc1 | 5 | 2 | -1 | -1 | 1 | 1 | 4 | 6 | 3
O=C1CC(CCC(=O)NC2CC2)c2ccccc2N1 (stereo unspecified) | -1 | -3 | -6 | -12 | 0 | -5 | 4 | 7 | 1
CCn1cnc2cc(NCc3cccc(OC)c3O)ccc21 | 5 | 3 | 9 | -9 | 5 | -5 | 0 | 5 | 0
CCOC(=O)CSc1ncnc2c1cnn2-c1ccc(Cl)cc1 | 20 | 11 | 5 | -8 | 9 | 3 | 12 | 6 | 4
CCOc1ccc(C2/C(=C(\O)c3ccc4c(c3)OCCO4)C(=O)C(=O)N2CCCn2ccnc2)cc1OC (stereo unspecified) | 1 | -4 | -3 | 8 | -1 | 2 | -13 | 4 | -3
O=C(Cn1nc(CNc2ccc(Cl)cc2)[n+]2c1CCCCC2)c1ccccc1 | 10 | 4 | 4 | 8 | -2 | 0 | 1 | 1 | 0
Cc1nn(-c2ccccc2)c(N)c1C1(O)C(=O)N(C)c2ccccc21 (stereo unspecified) | -1 | 0 | -9 | 2 | 6 | 10 | -15 | 3 | 0
O=C(c1ccccc1)N1CCN(C(=S)NCCc2ccccc2)CC1 | -4 | 4 | -10 | 7 | 16 | 1 | 0 | 2 | 2
COc1ccc(Cl)cc1NC(=O)NCC1CCN(C(=O)OC(C)(C)C)CC1 | 1 | 1 | 32 | -20 | -9 | 5 | -15 | 3 | 0
Cc1ccc(NC(=O)CSc2nnc(Cc3ccccc3)o2)c(C)c1 | -3 | 6 | -4 | -7 | 2 | 4 | 7 | 0 | 1
O=C(CSc1nccn1-c1ccc(F)cc1)NCc1ccc(F)cc1 | -4 | 6 | 5 | 6 | -2 | -2 | -3 | 3 | -2
CC1CCC(C(=O)NC(C(=O)N2CCN(c3ccccn3)CC2)C(C)C)CC1 (stereo unspecified) | -2 | 4 | -9 | 1 | 4 | 5 | 1 | 5 | 0
O=C(CN1C2=NCCCN2c2ccccc21)c1cccc(Br)c1 | 4 | 9 | 5 | -1 | 1 | 2 | 7 | 1 | 1
Cc1cccc(N=C2NC(=O)/C(=C/c3cn(C)c4ccccc34)S2)c1 | 28 | 31* | 2 | -26 | 1 | 5 | 7 | 12 | -3
O=S(=O)(NCCC(c1ccc(F)cc1)c1ccco1)c1ccccc1 (stereo unspecified) | -9 | -3 | 26 | -7 | -6 | 16 | 6 | 10 | -5
CSc1ccc(Cl)c(C(=O)Nc2ccc(N3CCOCC3)cc2)c1 | 10 | 2 | -6 | 1 | 6 | 10 | -10 | 8 | 6
CCc1c(-c2ccccc2)nc2sc3c(c2c1N)CCCC3 | 14 | -2 | 6 | 3 | -5 | 2 | -3 | 10 | -5
Cc1ccc(C)c(NC(=O)CCc2ccc(C)o2)c1 | -16 | 10 | -4 | 6 | 5 | 3 | 3 | -7 | 4
CC(=O)NC12CC3CC(C1)CC(C(=O)Oc1ccc(N(C)S(=O)(=O)c4cc(C)ccc4C)cc1)(C3)C2 | 4 | -2 | -10 | 4 | -9 | -4 | -17 | 16 | -3
Cc1ccc(CNS(=O)(=O)c2c(C)[nH]c(C)c2C(=O)N2CCCCC2)o1 | -1 | 0 | 4 | 2 | 3 | 1 | -6 | 7 | 2
CCN1C(=O)[C@H]2[C@@H](c3ccc(C)cc3)N3C(=O)N(c4ccc(OC)cc4)C(=O)[C@@]3(Cc3ccccc3)[C@H]2C1=O | 0 | 4 | -5 | -4 | 3 | -4 | 2 | 4 | 2
O=C1CN(c2ccc(Br)cc2)C(=O)N1CC(=O)N1CCCc2ccccc21 | 8 | -8 | 4 | 2 | 0 | 3 | -4 | 1 | -5
O=C(Nc1ccc(SC(F)F)cc1)C12CCC(CC1)C2 | -7 | 7 | -6 | 0 | 1 | 4 | 4 | 5 | -1
CC(C)CN(C(=O)COC(=O)CCN1C(=O)c2ccccc2C1=O)C1CCS(=O)(=O)C1 (stereo unspecified) | 16 | -1 | -8 | -3 | 2 | 10 | -2 | -5 | 6
O=C(NCCc1ccccc1)c1cccs1 | -7 | 6 | -15 | -3 | 7 | 1 | -3 | -1 | 0
NC(=O)NC(CC(=O)NCCc1ccccn1)c1ccccc1Cl (stereo unspecified) | 15 | 4 | 1 | 7 | -2 | 6 | -14 | -4 | 3
CCc1nnc(NC(=O)CCN(c2cc(C)cc(C)c2)S(=O)(=O)c2ccc(Cl)cc2)s1 | 3 | 4 | -9 | -5 | 3 | 8 | -3 | -4 | -3
C[C@@H]1CC[C@@]2(O[C@@H](CCO)C[C@@H](O)[C@@H]2O)O1 | -5 | -1 | -4 | 3 | 4 | -1 | -3 | 1 | -2
c1coc(CNc2ncnc3ccccc23)c1 | -1 | 13 | 15 | 5 | 3 | 1 | 5 | 4 | 1
Cc1ccc(NC(=O)CN2C(=O)NC3(CCCc4ccccc43)C2=O)c([N+](=O)[O-])c1 (stereo unspecified) | 13 | -1 | -2 | -1 | 0 | 5 | -18 | -7 | 2
CC(C)CCN(C(=S)NC(=O)C1CCCCC1)c1c(N)n(Cc2ccccc2)c(=O)[nH]c1=O | 23 | 6 | 11 | 2 | -3 | 10 | -2 | 2 | -1
CC(C)(C)c1ccc(C(=O)NCCC(=O)NCc2ccco2)cc1 | 1 | -7 | 4 | -2 | 3 | 19 | 10 | 3 | 0
CN1CCN(c2nc3nonc3nc2N2CCN(C)CC2)CC1 | 4 | 0 | 6 | 7 | 6 | 5 | -9 | 3 | 6
O=C(Nc1ccc(Cl)c(S(=O)(=O)N2CCCCC2)c1)c1cnccn1 | 0 | 5 | -15 | -2 | -7 | 4 | · | 0 | -3

An excerpt; rates above refer to the full screens.
